Source: PubChem
APP 5'UTR act: activates APP 5'UTR luciferase reporter; SH-SY5Y APP 5'UTR luciferase reporter, luminescence; zero percent = DMSO vehicle wells; activation, % at 2 µM; 190,000 compounds, 1% hits; AID 1276;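 active = activation above a set limit, based on mean plus 3 SD of controls, cut at about 140% in these data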; note: values of inactives mirror those of a sister screen read the other way
* hit, by the source's call.

no.	Structure	APP 5'UTR act
1	CCc1nc(N)c(C#N)c(-c2cccn2C)c1C	11
2	COC(=O)c1sc(NC(=O)c2ccc(OC)cc2OC)nc1C	137*
3	CCOC(=O)C1=C(N)n2c(s/c(=C\c3cccnc3)c2=O)=C(C(=O)OC)C1c1cccnc1 (stereo not drawn)	-1
4	Cn1nc(-c2ccc(N3CCOCC3)c(NC(=O)COc3ccccc3)c2)c2ccccc2c1=O	10
5	COc1ccc(CCn2c(-n3nc(C)cc3C)nc3c2c(=O)[nH]c(=O)n3C)cc1	-3
6	Cc1ccc2c(c1)/C(=N/OS(=O)(=O)c1ccccc1)CCS2	-1
7	Cc1ccc(NC(=O)c2ccc(S(=O)(=O)N3CCCC3)cc2)cc1	-18
8	O=C(NC(=O)c1ccc(Cl)cc1)Nc1cc(N2CCCCC2)ncn1	6

The list continues:
no.	Structure	APP 5'UTR act
9	Cn1c(=O)c2c(nc(CN3CCc4ccccc4C3)n2CCc2ccccc2)n(C)c1=O	0
10	Cc1ccc(OCc2nnc(SCC(=O)N3CCc4ccccc43)n2C)cc1	-5
11	COc1cccc(C2C(C(=O)c3ccc(C)o3)=C(O)C(=O)N2CCCN(C)C)c1 (stereo not drawn)	-1
12	CCOC(=O)c1cnc(Nc2nc3ccccc3o2)nc1CSc1nnc(C)s1	37
13	COc1cc(-c2ccc(NC(=O)CN3CCCCC3)c(OC)c2)ccc1NC(=O)CN1CCCCC1	7
14	Cn1c(=O)n(CCN2CCOCC2)c(=O)c2c1nc1n2CCN1c1ccccc1	-10
15	Cc1nc2nc(-c3ccccc3)nn2c(C)c1Cl	-14
16	COc1cccc2cc(-c3cn4cccc(C)c4n3)c(=O)oc12	57

Going on with the list.
no.	Structure	APP 5'UTR act
17	Cc1ccc(NC(=O)c2cc(S(=O)(=O)Nc3ccc(C)cc3)cs2)cc1	-3
18	Cc1cncn1CCc1nc2c3ccccc3nc(=S)n2[nH]1	-7
19	CCc1cc2c(=O)c(-c3nc4ccccc4[nH]3)coc2c(CN2CCC(C)CC2)c1O	4
20	CCOC(=O)/C=C1\NC2(CCCCC2)Cc2cc(OC)c(OC)cc21	-11
21	CCCCCNC(=O)C(C#N)c1nc2ccccc2nc1N1CC(C)OC(C)C1 (stereo not drawn)	6
22	Cc1cccc(C)c1OCC(=O)Nc1oc(-c2ccccc2)c(-c2ccccc2)c1C#N	4
23	CCCCC(=O)Nc1ccc(N2CCCC2)cc1	2
24	CC1CCN(S(=O)(=O)c2ccc(S(=O)(=O)N3CCCN(Cc4ccccc4)C3)cc2)CC1	5

Additional records follow.
no.	Structure	APP 5'UTR act
25	CCC(c1nnnn1C(C)(C)C)N(Cc1cc2cccc(C)c2n2nnnc12)C1CCCC1 (stereo not drawn)	4
26	O=C(Nc1ccc(Cl)c(C(F)(F)F)c1)NC1CC2CCCC(C1)N2C1CC1 (stereo not drawn)	0
27	CCCn1c(SCC(=O)Nc2cc(C)on2)nc2c1c(=O)n(C)c(=O)n2C	16
28	CCn1cc(C(=O)O)c(=O)c2cnc(N3CCN(C(=O)Nc4ccccc4)CC3)nc21	2
29	COc1cccc(C2C(C(=O)c3cc4ccccc4o3)=C(O)C(=O)N2CCN(C)C)c1OC (stereo not drawn)	16
30	Cc1cccn2c(=O)c3cc(C#N)c(=NC(=O)c4cccnc4)n(CC4CCCO4)c3nc12 (stereo not drawn)	15
31	C=CCn1c(SCC(=O)NCc2ccco2)nc2sc3c(c2c1=O)CCCCC3	-10
32	COc1ccc(C2c3c(oc4ccccc4c3=O)C(=O)N2CCCN2CCOCC2)cc1 (stereo not drawn)	-21

Additional results follow:
no.	Structure	APP 5'UTR act
33	CCn1c(SCC(=O)c2cc(OC)ccc2OC)nnc1-c1ccncc1	-4
34	Clc1cccc(-c2nnc3sc(-c4ccccc4)nn23)c1	8
35	Cc1ccc2cc(CN(CC3CCCO3)S(=O)(=O)c3ccc4c(c3)OCCO4)c(=O)[nH]c2c1C (stereo not drawn)	0
36	O=C(O)[C@H](Cc1ccccc1)NC(=O)N1CCC(Cc2ccccc2)CC1	10
37	CN(C)CCNC(=O)c1ccc(CS(=O)(=O)c2ccc(Br)cc2)o1	12
38	CCn1ncc(Br)c1C(=O)Nc1sc2c(c1C(=O)OC)CCC2	-17
39	CCN(CC)c1ccc(/C=C2\C(=O)N(c3ccc([N+](=O)[O-])cc3)N=C2N2CCOCC2)cc1	5
40	CCCCCCC(=O)N1CCN(c2cc3c(cc2F)c(=O)c(C(=O)O)cn3CC)CC1	0

Retrieved one by one from the list above (4):
no.	Structure	APP 5'UTR act
37	CN(C)CCNC(=O)c1ccc(CS(=O)(=O)c2ccc(Br)cc2)o1	12
39	CCN(CC)c1ccc(/C=C2\C(=O)N(c3ccc([N+](=O)[O-])cc3)N=C2N2CCOCC2)cc1	5
40	CCCCCCC(=O)N1CCN(c2cc3c(cc2F)c(=O)c(C(=O)O)cn3CC)CC1	0
33	CCn1c(SCC(=O)c2cc(OC)ccc2OC)nnc1-c1ccncc1	-4

Excerpt, nos. 34–40
no.	Structure	APP 5'UTR act
34	Clc1cccc(-c2nnc3sc(-c4ccccc4)nn23)c1	8
35	Cc1ccc2cc(CN(CC3CCCO3)S(=O)(=O)c3ccc4c(c3)OCCO4)c(=O)[nH]c2c1C (stereo not drawn)	0
36	O=C(O)[C@H](Cc1ccccc1)NC(=O)N1CCC(Cc2ccccc2)CC1	10
37	CN(C)CCNC(=O)c1ccc(CS(=O)(=O)c2ccc(Br)cc2)o1	12
38	CCn1ncc(Br)c1C(=O)Nc1sc2c(c1C(=O)OC)CCC2	-17
39	CCN(CC)c1ccc(/C=C2\C(=O)N(c3ccc([N+](=O)[O-])cc3)N=C2N2CCOCC2)cc1	5
40	CCCCCCC(=O)N1CCN(c2cc3c(cc2F)c(=O)c(C(=O)O)cn3CC)CC1	0

(continued)
no.	Structure	APP 5'UTR act
41	C(=C\c1ccc2ccccc2n1)/c1ccccc1	176*
42	O=C(Cc1ccccc1)N/N=C/c1ccccn1	-3
43	O=c1c2ccccc2nnn1CSc1nc2cc(Cl)ccc2c(=O)n1Cc1ccco1	-18
44	CC1Cc2ccccc2N1C(=O)CSc1nc2c(c(=O)n(C)c(=O)n2C)n1Cc1ccc(F)cc1 (stereo not drawn)	-4
45	CCCOc1ccc(N2C(=O)CC(NCCCN3CCC(C(N)=O)CC3)C2=O)cc1 (stereo not drawn)	10
46	c1ccc(-c2cc(-c3nc(-c4ccccn4)no3)c3ccccc3n2)cc1	-2
47	COc1ccc(C(=O)/C=C/c2ccccc2OC)c(OC(=O)c2ccc([N+](=O)[O-])cc2)c1	17
48	Cc1csc2nc(CNS(=O)(=O)c3cccnc3)cn12	18

Next part
no.	Structure	APP 5'UTR act
49	Cc1cc(C)c2c3c(cn2n1)c(=O)n(C)c(=O)n3C	5
50	COCCNC(=O)CN1C(=O)CSc2cc(S(=O)(=O)N3CCCCCC3)ccc21	-2
51	CN(Cc1ccccc1)C(=O)CSc1nc2c(c(C(F)(F)F)n1)CCc1ccccc1-2	-12
52	COc1nc(-c2ccccc2)ccc1-c1noc(-c2cccs2)n1	33
53	CC(=O)Nc1nc2c(F)cccc2s1	3
54	CC(=O)c1cc2c(cc1NC(=O)CN1CCN(C(=O)c3ccco3)CC1)OCO2	2
55	Cc1nnc2c3ccccc3c(-c3ccccc3)nn12	-6
56	CCN(CC)S(=O)(=O)c1cccc(C(=O)NCCc2ccccc2)c1	16

Some of these compounds in order of the APP 5'UTR act value, low to high:
no.	Structure	APP 5'UTR act
55	Cc1nnc2c3ccccc3c(-c3ccccc3)nn12	-6
54	CC(=O)c1cc2c(cc1NC(=O)CN1CCN(C(=O)c3ccco3)CC1)OCO2	2
53	CC(=O)Nc1nc2c(F)cccc2s1	3

Entries listed above that bear a hit mark in APP 5'UTR act.
no.	Structure	APP 5'UTR act
2	COC(=O)c1sc(NC(=O)c2ccc(OC)cc2OC)nc1C	137*
41	C(=C\c1ccc2ccccc2n1)/c1ccccc1	176*

Next section
no.	Structure	APP 5'UTR act
57	COc1ccc(N2C(=S)N(C(=O)c3ccccc3)C(=Nc3ccccc3)C2=Nc2ccccc2)cc1	41
58	COc1cc(-n2c3nc4ccccc4nc3c3c(=O)n(Cc4ccco4)cnc32)cc(OC)c1OC	-6
59	O=C(N/N=C/c1cc2c(cc1Cl)OCO2)c1ccccn1	23
60	CCC(=O)NC(C)C(c1cccs1)N1CCOCC1 (stereo not drawn)	1
61	NC(=O)/C(=C/c1ccco1)NC(=O)c1ccc(Br)o1	6
62	Cc1cc(NC(=O)CCC(=O)N(CC(=O)NC2CCCC2)c2cccc(C)c2C)no1	-7
63	COc1ccc(N2CCN(CC(=O)Nc3cc4c(cc3C(C)=O)OCO4)CC2)cc1	-11
64	Cc1ccc(NC(=S)NC(=O)c2ccc(-c3ccccc3)cc2)cc1	-7

Remaining list, next part.
no.	Structure	APP 5'UTR act
65	Cc1cc(NC(=O)CSc2nc3c(c(=O)n2-c2ccc(Cl)cc2)SCC3)no1	-3
66	CCn1c(SCC(=O)NNC(=O)c2ccc(C)cc2)nnc1-c1ccncc1	-6
67	Cc1cccc(N2CCN(C(=O)C3CCCN(S(=O)(=O)c4c(C)noc4C)C3)CC2)c1C (stereo not drawn)	9
68	CC12CCC(C(=O)NNc3ccccc3)(C(=O)C1=O)C2(C)C (stereo not drawn)	14
69	COc1ccc(S(=O)(=O)Cc2ccc(C(=O)N3CCN(c4ncccn4)CC3)o2)cc1	-8
70	CC(=O)Nc1c(C(=O)N2CCN(c3ncccn3)CC2)cnn1-c1ccccc1Cl	8
71	O=C1c2ccccc2C(=O)N1CCCN1CCN(CCCN2C(=O)c3ccccc3C2=O)CC1	0
72	COc1c(C=O)c(CCN(C)C(=O)c2ccc(F)cc2)cc2c1OCO2	1

The list goes on.
no.	Structure	APP 5'UTR act
73	CC(C)=CCCC(C)N(C=O)C(C)CCC=C(C)C (stereo not drawn)	22
74	O=S(=O)(c1ccc(Cl)cc1)N1CCC(n2cnc3cc(C(F)(F)F)ccc32)CC1	-1
75	Cn1c(=O)c2c(nc(N3CCN(Cc4ccccc4)CC3)n2CC(=O)c2ccccc2)n(C)c1=O	14
76	Cc1cc(N2CCc3ccccc32)n2ncnc2n1	-29
77	Cc1cc(N2CCN(c3nc(N4CCOCC4)nc4ccccc34)CC2)c2ccccc2n1	11
78	Cc1cc(NC(=O)CSc2nc(C3CC3)nc3sc4c(c23)CCC(C)C4)no1 (stereo not drawn)	28
79	O=C1c2ccccc2-c2ncnc3cccc1c23	19

The list is partial; count on the stated rates, not on these rows.
